CHX counter = Cycloheximide Counterscreen for Small Molecule Inhibitors of Shiga Toxin | cell reporter, cycloheximide protein synthesis inhibition counterscreen | max response, % | 300,000 compounds, 12% hits | AID 2314, 2010; in the data active = max response mostly above about 13%, no sharp cut-off; inactive = mostly below about 14%; also: read at 38.3 µM for the half of the compounds with a filed dose; 0% is about no effect
TbPYK inhibitor = qHTS of Trypanosoma Brucei Inhibitors; pyruvate kinase (Trypanosoma brucei), Q57TT1; AID 624173, 2012; 410,000 compounds, 0.12% hits; TbPYK enzyme, Kinase-Glo Plus ATP luminescence, 45 min; Potency, µM (titrated, usually from 76.8 µM), without a hit: top-dose activity, negative = inhibition, usual class: inhibitors; also: potency is read from the fitted curve at half-maximal effect; % is scaled to controls: 0 for no effect and ±100 for the full control effect; nearly all actives have a fitted effect of over 50% in size
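Readout: single end-point luminescence (Kinase-Glo Plus, 10 min). Reaction conditions were TbPYK/substrate plus 130 uM ADP, 45 min at RT, pH 7.2 TEA buffer. No-enzyme wells served as controls, and data were normalized before concentration-response fitting.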
Shiga toxin inh = A qHTS for Small Molecule Inhibitors of Shiga Toxin | Vero cells, Shiga toxin protein synthesis inhibition reporter | 290,000 compounds, 9.2% hits | inhibition, % at 38.7 µM; in the data active = inhibition mostly above about 28%, no sharp cut-off; inactive = mostly below about 43%; also: 0% is about no effect
HCV inhibitor = qHTS Assay for Inhibitors of Hepatitis C Virus (HCV). Huh7.5.1 HCVcc-Cre infection, luciferase reporter, 44 h. Potency, µM (highest dose often 41.8 µM), without a hit: top-dose activity change, negative = inhibition, most hits filed as inhibitors. 340,000 compounds, 3.4% hits. AID 651820, 2012; also: potency is read from the fitted curve at half-maximal effect; % is scaled to controls: 0 for no effect and ±100 for the full control effect
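Infectious HCV cell culture screen: compound-treated cells (1,000/well, pre-plated 4 h) are infected with HCVcc-Cre at roughly 0.5 moi and grown 44 h. Infection is quantified by luciferase signal after 15 min substrate incubation at room temperature.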
LmPK inh = qHTS Assay for Inhibitors of Leishmania Mexicana Pyruvate Kinase (LmPK). 290,000 compounds, 0.37% hits. purified LmPK, Kinase-Glo ATP luminescence, 1 h. Potency, µM (doses to about 57.5 µM), for the others: at the highest dose activity change, negative = inhibition, hits mostly inhibitors; also: potency is read from the fitted curve at half-maximal effect; % is scaled to controls: 0 for no effect and ±100 for the full control effect
Target sequence (Q27686 whole entry, looked up): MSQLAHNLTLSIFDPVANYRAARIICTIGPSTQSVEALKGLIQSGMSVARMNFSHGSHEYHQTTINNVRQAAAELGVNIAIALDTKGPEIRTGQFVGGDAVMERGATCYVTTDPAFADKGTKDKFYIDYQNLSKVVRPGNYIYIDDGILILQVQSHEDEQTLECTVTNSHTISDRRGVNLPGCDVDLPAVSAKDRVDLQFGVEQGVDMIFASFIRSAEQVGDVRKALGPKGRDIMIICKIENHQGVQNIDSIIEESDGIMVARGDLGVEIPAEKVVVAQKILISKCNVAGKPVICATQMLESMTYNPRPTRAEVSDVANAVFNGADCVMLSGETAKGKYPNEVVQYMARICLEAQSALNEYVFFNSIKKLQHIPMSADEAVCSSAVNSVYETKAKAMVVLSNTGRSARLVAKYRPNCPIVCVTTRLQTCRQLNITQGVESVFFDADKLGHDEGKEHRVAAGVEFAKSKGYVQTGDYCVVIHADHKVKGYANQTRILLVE
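Kinase-Glo luminescence read after 1 h RT reaction of 0.1 nM LmPK with 0.5 mM PEP and 0.1 mM ADP. Activity scaled between uninhibited and enzyme-free controls.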
Pf growth 48h = Primary qHTS for delayed death inhibitors of the malarial parasite plastid, 48 hour incubation. P. falciparum luciferase growth in erythrocytes, 48 h. Potency, µM (series often up to 28.7 µM), for inactives: at the highest dose activity change, negative = inhibition, usual class: inhibitors. 310,000 compounds, 5.9% hits; also: potency is read from the fitted curve at half-maximal effect; % is scaled to controls: 0 for no effect and ±100 for the full control effect
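Cell-based growth assay: transgenic P. falciparum expressing firefly luciferase, cultured in red cells within RPMI 1640 containing 0.5% w/v Albumax, 24 mM bicarbonate and gentamycin. A drop in luciferase activity indicates inhibition.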
Pf growth 96h = Primary qHTS for delayed death inhibitors of the malarial parasite plastid, 96 hour incubation; P. falciparum luciferase reporter growth, 96 h; Potency, µM (highest dose often 28.7 µM), for the others: at the top dose activity change, negative = inhibition, usual class: inhibitors; 320,000 compounds, 6.9% hits; also: potency is read from the fitted curve at half-maximal effect; % is scaled to controls: 0 for no effect and ±100 for the full control effect
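Parasite growth measured via integrated firefly luciferase reporter in P. falciparum. Infected erythrocytes at 2% hematocrit, 0.05% parasitemia final were treated 96 hours at 37 C under 5% CO2, and luminescence was read.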
Active calls of the source: *; ? = inconclusive; · = no result given; [ ] = another dose, or the depositor's remark. Unless noted, calls follow the shape of the dose curve; as a rule, active = well fitted curve in the direction sought with a large enough effect; inconclusive = small, poorly fitted or top-dose-only effect, or another doubt; inactive = no such curve, though single readings can be large; an effect the other way counts as inactive or inconclusive.

Screens in order: CHX counter	TbPYK inhibitor	Shiga toxin inh	HCV inhibitor	LmPK inh	Pf growth 48h	Pf growth 96h
1: CN1CCN(c2ccc(NC(=S)NC(=O)/C=C/c3ccco3)cc2)CC1
    44*	-2%	106*	-6%	2%	?	49%[activator]
2: C=CCNC(=O)/C(C#N)=C/c1c(C)nn(-c2ccc(Cl)cc2)c1Cl
    -1	-3%	-10	-26%	3%	-17%	?
3: O=C(O)C(Cc1c[nH]c2ccccc12)NS(=O)(=O)c1cccc2nsnc12 (configuration not stated)
    3	-11%	22	17%	1%	5%	13%
4: O=C(O)C(Cc1c[nH]c2ccccc12)NS(=O)(=O)c1ccc2ccccc2c1 (configuration not stated)
    -2	9%	26	7%	3%	-1%	-1%
5: C/C(=N\NC(=O)Cc1ccc(Br)cc1)c1cccnc1
    1	-1%	-10	11%	-7%	3%	-25%
6: Cc1ccc(C(CCN)c2ccco2)cc1 (configuration not stated)
    -1	0%	-5	-13%	-3%	-15%	·
7: Cc1cc(S(=O)(=O)N2CCOCC2)ccc1OCC(=O)N1CCOCC1
    1	-7%	26	14%	0%	1%	10%
8: Cc1nccc2[nH]c(=O)c(C(=O)NCCCN(C)C3CCCCC3)cc12
    -2	·	-2	-2%	-8%	6%	14%
9: CCS(=O)(=O)N1CCC(C(=O)N2CCN(c3ccccc3)CC2)CC1
    6	-10%	-13	-2%	-6%	6%	·
10: CC(C)CCn1c(SCC#N)nc2c(sc3ccccc32)c1=O
    -3	4%	-5	10%	1%	?	19%
11: CCn1c(SCC(=O)c2ccc(O)c(O)c2)nnc1-c1ccccc1OC
    -2	-11%	8	-13%	0%	?	·
12: COc1cccc2cc(C(=O)c3ccccc3)oc12
    68*	1%	166*	0%	-25%	32%[activator]	-29%
13: Nc1c(C(=O)Nc2ccc(Br)cc2)sc2nc(-c3ccncc3)ccc12
    17	-16%	18	·	·	·	·
14: O=C(CCCc1c[nH]c2ccccc12)N[C@@H](Cc1c[nH]c2ccccc12)C(=O)O
    1	-2%	1	-3%	-1%	9.3µM*	8.3µM*
15: COc1ccc(C(=O)N2CC(=O)Nc3ccccc32)cc1S(=O)(=O)N1CCOCC1
    1	15%	-5	10%	3%	1%	-4%
16: Cc1ccc(S(=O)(=O)Nc2c(C)n(C)n(-c3ccccc3)c2=O)cc1C(=O)OC(C)C(=O)N(C)c1ccccc1 (configuration not stated)
    -3	-2%	-3	18%	5%	-22%	15µM*
17: Cc1ccc(N(CC(=O)NC(C)(C)C)C(=O)CS(=O)CC(=O)Nc2ccc3c(c2)OCO3)cc1 (configuration not stated)
    0	8%	-9	8%	8%	72%[activator]	?
18: Cc1ccsc1/C=N/n1cnc2sc(C)c(C)c2c1=O
    16*	-10%	32	-9%	-8%	48%[activator]	25%
19: O=C(CCN1CCOCC1)Nc1ccc(Br)cc1C(=O)c1ccccc1
    1	4%	-6	-8%	-2%	36%[activator]	-27%
20: CCOc1cc(-c2noc(CCCC(=O)NC3CCCCC3)n2)ccc1OC
    -3	8%	-9	-29%	-5%	?	?
21: COc1ccc(-n2nc3c(c2NC(=O)c2ccco2)CS(=O)(=O)C3)cc1
    0	-4%	0	31%[activator]	0%	18%	?
22: O=S(=O)(c1cccc(COc2ccc(Cl)cc2Cl)c1)N1CCOCC1
    19	2%	-17	?	-9%	-5%	-13%
23: N#CC(C#N)=Cc1ccc(N2CCCC2)cc1
    28*	-3%	44	19%	10%	8%	-2%
24: Cc1cnc(C(=O)OCC(=O)NCCCc2ccccc2)cn1
    -1	3%	13	13%	-11%	3%	10%
25: CC(C)CCN1CCN(Cc2nc(-c3ccccc3)cs2)CC1CCO (configuration not stated)
    1	6%	-7	-8%	4%	5%	-13%
26: O=C(Nc1nccs1)C1CCCN1S(=O)(=O)c1ccc(Cl)cc1 (configuration not stated)
    -3	-5%	35	4%	5%	-15%	58%[activator]
27: COc1ccc(CCNC(=O)C(=O)NCC2OCCN2S(=O)(=O)c2cc(F)ccc2F)cc1OC (configuration not stated)
    2	-1%	17	-12%	-2%	?	3%
28: O=S(=O)(NCCc1ccccn1)c1ccc(-c2ccccn2)s1
    9	-1%	-2	-6%	-1%	51%[activator]	54%[activator]
29: COc1ccc(C(=O)Nc2nc3nccc(-c4ccccc4)n3n2)cc1
    -1	-4%	16	?	2%	-18%	?
30: CCOC(=O)N1CCC(=C(C#N)C(=O)Nc2cc(OC)ccc2OC)CC1
    -3	-3%	-15	15%	-4%	-17%	10%

Quoted at random: 2 compounds from above
Screens in order: CHX counter	TbPYK inhibitor	Shiga toxin inh	HCV inhibitor	LmPK inh	Pf growth 48h	Pf growth 96h
15: COc1ccc(C(=O)N2CC(=O)Nc3ccccc32)cc1S(=O)(=O)N1CCOCC1
    1	15%	-5	10%	3%	1%	-4%
5: C/C(=N\NC(=O)Cc1ccc(Br)cc1)c1cccnc1
    1	-1%	-10	11%	-7%	3%	-25%

Going on with the list:
Screens in order: CHX counter	TbPYK inhibitor	Shiga toxin inh	HCV inhibitor	LmPK inh	Pf growth 48h	Pf growth 96h
31: CCC(=O)c1cc2c(cc1NC(=O)c1ccccc1)OCCO2
    1	1%	-2	4µM*	-7%	·	46%[activator]
32: CCCC(=O)Nc1ccc2c(c1)nc(CCN1CCCCC1)n2C
    -1	-10%	-10	-3%	1%	0%	66%[activator]
33: CC(=O)N1c2ccc(S(=O)(=O)N3CCC(C(=O)NCc4ccccc4)CC3)cc2CC1C (configuration not stated)
    -4	2%	-11	-13%	1%	?	-23%
34: Cn1cc(S(=O)(=O)N2CCOCC2)cc1C(=O)Nc1cccc(Cl)c1
    1	-3%	-1	-23%	1%	?	?
35: COc1ccc(-n2c(C)cc(C(=O)CN3CCCCC3)c2C)cc1
    17	2%	-3	-11%	0%	?	?
36: CCOC(=O)C1CCN(C(=O)CCS(=O)(=O)c2ccc3c(c2)n(C)c(=O)c(=O)n3C)CC1
    -3	2%	-4	3%	0%	24%	24%
37: Cc1ccc2nc(NC(=O)COC(=O)c3ccco3)sc2c1
    34*	·	86*	-3%	0%	43%[activator]	2%
38: CN1CCN(S(=O)(=O)c2cnccc2N2CCN(c3cccc(Cl)c3)CC2)CC1
    -4	-2%	-8	?	2%	2.6µM*	2.6µM*
39: COc1ccc(/C=C/C(=O)NCCn2c(C)cc3ccccc32)cc1OC
    -2	-1%	24	?	3%	?	?
40: CC(=O)c1cccc(NC(=O)CSc2ncc(C(=O)Nc3ccccc3)c(=O)n2C)c1
    ·	-7%	·	?	·	51%[activator]	-3%
41: CCC1CCCCN1S(=O)(=O)c1ccc2c(c1)CCN2C(C)=O (configuration not stated)
    -4	-1%	-6	6%	8%	6%	-20%
42: Cc1cc(/C=N/NC(N)=O)c(C)n1C1CCCCC1
    -3	2%	6	?	0%	-9%	180%[activator]
43: CC(C)(CO)NC(=O)CC1C(=O)NCCN1Cc1ccc(-c2ccccc2)cc1 (configuration not stated)
    -1	0%	-11	14%	1%	?	?
44: C=CCOC(=O)C1CC=CCC1C(=O)Oc1ccc(F)cc1F (configuration not stated)
    -4	0%	-11	·	-2%	12%	15%
45: CC1CCc2c(sc(NC(=O)Cn3nc(C(=O)O)c4ccccc4c3=O)c2C#N)C1 (configuration not stated)
    6	-9%	11	-6%	0%	0%	-13%
46: CC1(NC(=O)COc2ccccc2-c2ccccc2)CCS(=O)(=O)C1 (configuration not stated)
    -1	7%	-3	0%	-2%	·	?
47: CCN(CC)C(=O)COc1ccc(C=O)cc1OC
    -3	5%	-10	24%	-9%	13%	?
48: CC1CN(C(=O)c2cnn3c(C(F)F)cc(-c4ccccc4)nc23)CC(C)O1 (configuration not stated)
    -2	·	-9	-9%	1%	-16%	?
49: CC(C)CNc1nc(N)c([N+](=O)[O-])c(NCC2CCCO2)n1 (configuration not stated)
    -4	0%	-3	12%	-9%	?	12µM*
50: O=C(Nc1ccc2c(c1)nc1n2CCOC1)C1CCCCC1
    29*	-1%	81*	7%	-5%	90%[activator]	199%[activator]
51: CCOC(=O)N1CCN(C(=O)CCC(=O)c2ccc(OCC)cc2)CC1
    1	6%	41*	10%	-6%	-10%	-9%
52: CCOc1ccc(N(CC(=O)NC2CCCC2)C(=O)CCCC(=O)Nc2ccccn2)cc1
    1	1%	4	?	-4%	-29%	·
53: CCN(CC)S(=O)(=O)c1ccc(NC(=O)c2ccccn2)cc1
    30*	-3%	96*	11%	?	57%[activator]	27%
54: CC(C)(C)NC(=O)C1Cc2ccccc2CN1S(=O)(=O)c1ccc(F)cc1 (configuration not stated)
    9	-1%	-5	-3%	3%	?	-3%
55: COc1ccccc1NC(=S)N1CCc2cc(OC)c(OC)cc2C1
    -1	-8%	-9	20%	-1%	7%	-14%
56: CCC(=O)c1ccc(OCC(=O)NC2CCCC2)cc1
    ·	-15%	·	19%	·	27%	-16%
57: C=CCNC(=O)COC(=O)c1oc2ccccc2c1CSC1CCCCC1
    1	-4%	-10	21%	0%	-4%	?
58: COc1cccc(Cn2cc(-c3cccc(C(F)(F)F)c3)nn2)c1
    -1	-6%	-1	-34%	6%	15%	-11%
59: O=P(COCCOCCOCCOCP(=O)(c1ccccc1)c1ccccc1)(c1ccccc1)c1ccccc1
    -1	2%	20	-8%	5%	?	-15%
60: Cc1cccc2c1N(CCCOc1ccc(C(C)(C)C)cc1)C(=O)C2=O
    -2	-1%	-31	?	13%	·	9.3µM*
61: Cc1cccc(C)c1NC1=NC(=S)N(c2ccccc2)C12CCOC(C)(C)C2 (configuration not stated)
    -6	-6%	-13	9%	4%	·	?
62: C=CCn1c(CNC(=O)c2cccs2)n[nH]c1=S
    -3	-8%	-8	-8%	-3%	14%	-30%
63: CC(C)C[C@H]1C(=O)N2CCCC2[C@]2(O)O[C@](NC(=O)[C@@H]3C=C4c5cccc6[nH]c(Br)c(c56)C[C@H]4N(C)C3)(C(C)C)C(=O)N12 (some centres not stated)
    ·	-6%	·	·	·	3.4µM*	?
64: Cc1ccccc1NC(=S)NC(C)C(c1ccccc1)N1CCN(C)CC1 (configuration not stated)
    -3	1%	-10	13%	9%	?	?
65: CCOC(=O)CSc1nc2sc3c(c2c(=O)n1-c1ccc(C)cc1)CCN(C)C3
    1	-8%	-11	?	6%	4.7µM*	2.3µM*
66: COc1ccc(C(=O)NC2CC2)cc1OC1CCN(Cc2ccc(NC(C)=O)cc2)CC1
    -2	10%	-3	1%	-14%	-2%	79%[activator]

Profiles, quoted from the list:
Profile of COc1ccc(C(=O)NC2CC2)cc1OC1CCN(Cc2ccc(NC(C)=O)cc2)CC1 → CHX counter = -2; TbPYK inhibitor = 10%; Shiga toxin inh = -3; HCV inhibitor = 1%; LmPK inh = -14%; Pf growth 48h = -2%; Pf growth 96h = 79%[activator]
Profile of Cc1ccccc1NC(=S)NC(C)C(c1ccccc1)N1CCN(C)CC1 (configuration not stated) → CHX counter = -3; TbPYK inhibitor = 1%; Shiga toxin inh = -10; HCV inhibitor = 13%; LmPK inh = 9%; Pf growth 48h = ?; Pf growth 96h = ?

From PubChem BioAssay
